# A549 viability: Nrf2 qHTS screen for inhibitors: counterscreen for cytotoxicity; A549 ARE-Fluc cells, CellTiter-Fluor viability, 18-24 h; Potency, µM (doses to about 46 µM), for the others: top-dose activity change, negative = cytotoxicity, actives largely listed as inhibitors; 0.16% of 390,000 active; also: potency is read from the fitted curve at half-maximal effect; % is scaled to controls: 0 for no effect and ±100 for the full control effect
#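 Cytotoxicity counterscreen: CellTiter-Fluor fluorescence was measured in A549 ARE_Fluc cells after 18-24 h of compound exposure in a concentration series. The subsequent BugLite luminescent read reports ARE-luciferase activity.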
# EPAC2 agonist: qHTS for Agonist of cAMP-regulated guanine nucleotide exchange factor 4 (EPAC2): primary screen; 0.079% of 360,000 active; AID 720711, 2013; Potency, µM (highest dose often 154 µM), for inactives: at the top dose activation, usual class: activators; EPAC2 activation, biochemical qHTS; response scale: 100% = 6.5 mM cAMP response; also: potency is read from the fitted curve at half-maximal effect; nearly all actives have a fitted effect of over 50% in size
# Target sequence (Q8WZA2 whole entry, looked up): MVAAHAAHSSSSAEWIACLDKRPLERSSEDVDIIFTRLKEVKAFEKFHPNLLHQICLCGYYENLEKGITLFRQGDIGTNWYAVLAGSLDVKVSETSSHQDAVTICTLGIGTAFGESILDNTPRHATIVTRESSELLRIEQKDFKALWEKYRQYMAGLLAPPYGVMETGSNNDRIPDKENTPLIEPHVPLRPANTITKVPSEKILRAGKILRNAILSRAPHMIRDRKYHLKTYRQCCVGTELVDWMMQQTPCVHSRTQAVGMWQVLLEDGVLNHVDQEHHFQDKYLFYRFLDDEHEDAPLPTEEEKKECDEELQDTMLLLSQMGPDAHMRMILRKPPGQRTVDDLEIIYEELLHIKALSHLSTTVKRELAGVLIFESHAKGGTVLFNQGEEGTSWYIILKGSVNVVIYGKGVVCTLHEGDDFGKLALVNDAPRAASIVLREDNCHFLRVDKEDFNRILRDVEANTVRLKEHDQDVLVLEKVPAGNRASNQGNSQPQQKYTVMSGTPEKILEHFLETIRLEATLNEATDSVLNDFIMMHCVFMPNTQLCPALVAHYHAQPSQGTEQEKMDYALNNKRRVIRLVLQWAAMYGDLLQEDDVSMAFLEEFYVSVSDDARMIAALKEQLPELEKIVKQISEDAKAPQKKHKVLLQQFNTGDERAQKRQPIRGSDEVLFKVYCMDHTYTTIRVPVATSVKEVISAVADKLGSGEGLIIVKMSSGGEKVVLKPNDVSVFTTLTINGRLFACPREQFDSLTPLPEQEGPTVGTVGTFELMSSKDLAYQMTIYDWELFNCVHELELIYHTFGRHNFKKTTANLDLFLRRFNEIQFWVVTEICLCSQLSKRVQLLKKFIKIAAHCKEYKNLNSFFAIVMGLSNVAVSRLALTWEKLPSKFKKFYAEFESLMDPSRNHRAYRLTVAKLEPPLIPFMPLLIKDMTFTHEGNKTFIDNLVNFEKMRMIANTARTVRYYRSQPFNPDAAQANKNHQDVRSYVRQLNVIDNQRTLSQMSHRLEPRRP
#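 Nucleotide exchange monitored as fluorescence drop when BODIPY-GDP leaves Rap1B. Reaction: 100 nM EPAC2, 250 nM RAP1B-BODIPY-GDP, 50 uM GDP, room temperature, kinetic read over 30 min. Activity expressed relative to 6.5 mM cAMP.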
# HepG2 tox: qHTS for Inhibitors of TGF-b: Cytotox Counterscreen | HepG2 CAGA-GFP viability, ATP luminescence, 18 h | Potency, µM (highest dose often 46.1 µM), for inactives: at the top dose activity change, negative = cytotoxicity, hits mostly cytotoxic | 0.76% of 410,000 active | AID 588856, 2011; also: potency is read from the fitted curve at half-maximal effect; some results filed as inactive show a strong effect at the top dose
#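 HepG2 CAGA-GFP cells (1000/well, DMEM with 1% FBS) received compound, then TGF-beta at 500 pg/mL final, and were incubated 18 hours at 37 degrees C. Viability was read by CellTiter-Glo luminescence. Media-only wells were set as complete cell-killing and DMSO as no toxicity.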
# Nrf2 ARE act: qHTS of Nrf2 Activators | Potency, µM (titrated, usually from 46.1 µM), inactives show at the highest dose activation, most hits filed as activators | AREc32 ARE-luciferase reporter (MCF7-derived line), luminescence, 24 h | 0.31% of 410,000 active; also: potency is read from the fitted curve at half-maximal effect; % of control where 0% means no effect; nearly all actives have a fitted effect of over 65% in size
#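 Quantitative high-throughput format: AREc32 reporter cells, 1000 per well, received compound by pin transfer and were incubated 24 hr at 37 deg C, 5% CO2, before Steady-Glo luminescence detection.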
# Nrf2 block: Nrf2 qHTS screen for inhibitors. 2.1% of 360,000 active. A549 ARE-Fluc reporter, luciferase luminescence, 18-24 h. AID 504444, 2011. Potency, µM (top dose mostly 46 µM), inactives show at the top dose activity change, negative = inhibition, most hits filed as inhibitors; also: potency is read from the fitted curve at half-maximal effect; % is scaled to controls: 0 for no effect and ±100 for the full control effect; nearly all actives have a fitted effect of over 60% in size
#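 Quantitative HTS in A549 cells stably bearing an antioxidant response element-firefly luciferase construct. Inhibition of Nrf2-driven transcription was scored by luminescence after 18-24 h of compound exposure at 37 °C.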
# ATXN2 expr inh: Primary qHTS for Inhibitors of ATXN expression | AID 1745845, 2022 | Potency, µM (doses to about 57 µM), without a hit: at the highest dose activity change, negative = inhibition, actives largely listed as inhibitors | 0.72% of 360,000 active | HEK-293 ATXN2-luciferase reporter, luminescence, 24 h; also: potency is read from the fitted curve at half-maximal effect; % is scaled to controls: 0 for no effect and ±100 for the full control effect; nearly all actives have a fitted effect of over 55% in size
#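 qHTS (up to 57 uM final) was run with 24 h compound exposure of reporter cells at 37 °C. Each well was multiplexed: SteadyGlo luminescence measured ATXN2-luciferase expression after a fluorogenic Gly-Phe-AFC viability readout (25 uM final).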
# IL2 activator: qHTS of IL-2 Activators. IL-2 activation reporter assay, cell-based qHTS; stimulated with anti-CD3/CD4/CD28 beads; in transgenic mouse T cells. 0.065% of 360,000 active. AID 652025, 2013. activation, % (series mostly up to about 46 µM); in the data active = activation above about 50%; inconclusive = mostly about 30% to 49%; also: 0% is about no effect
#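 Quantitative HTS in unstimulated transgenic mouse T cells, with memory T cells as non-tolerant control and PMA/ionomycin as tolerance-bypass control. Compound pretreatment lasted 60 minutes before 18 h bead stimulation; EGFP/DsRed fluorescence read.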
# TGFb SMAD3 inh: qHTS for Inhibitors of TGF-b; HepG2 CAGA-GFP TGF-b/SMAD3 reporter, GFP fluorescence, 18 h; TGF-beta stimulated, 500 pg/mL final; Potency, µM (series often up to 46.1 µM), for the others: top-dose activity, negative = inhibition, usual class: inhibitors; 1.2% of 410,000 active; also: potency is read from the fitted curve at half-maximal effect; % is scaled to controls: 0 for no effect and ±100 for the full control effect; nearly all actives have a fitted effect of over 65% in size
#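 Read-out: total well GFP (ex488/em500-530) summed from mean per-cell fluorescence. Cells: HEPG2 CAGA-GFP, 1% FBS DMEM, 18 h at 37 degrees C with 500 pg/mL final TGF-beta. Unstimulated wells served as the full-inhibition control; stimulated DMSO wells = 0%.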
# S2 tox: Viability Counterscreen for Primary qHTS for Inhibitors of ATXN expression; S2 cells (HEK-293 line with an ATXN2-luciferase reporter) viability, CellTiter-Fluor protease fluorescence, 24 h; Potency, µM (top dose mostly 56.7 µM), actives largely listed as cytotoxic; 0.49% of 400,000 active; AID 651635, 2014; also: potency is read from the fitted curve at half-maximal effect; nearly all actives have a fitted effect of over 40% in size
# * hit, by the source's call; i = inactive; ? = inconclusive; . = no result given; [ ] = remark or other dose. Unless noted, calls follow the shape of the dose curve; as a rule, active = well fitted curve in the direction sought with a large enough effect; inconclusive = small, poorly fitted or top-dose-only effect, or another doubt; inactive = no such curve, though single readings can be large; an effect the other way counts as inactive or inconclusive.
SMILES,A549 viability,EPAC2 agonist,HepG2 tox,Nrf2 ARE act,Nrf2 block,ATXN2 expr inh,IL2 activator,TGFb SMAD3 inh,S2 tox
O=C(Cc1cccs1)Nc1nnc(SCc2ccc(F)cc2)s1,1%,-9%,1%,-0.1%,2%,-21%,-1.1,15%,i
COc1ccccc1Cn1c(=O)oc2ccccc21,.,0%,-2%,0.0%,.,.,-3.0,0%,i
CCOC(=O)C1=C(Nc2ccccc2)OCC1=O,-5%,-3%,-19%,-0.7%,-16%,-3%,-0.7,-36%,i
COc1ccc(C(=O)NCC(C)(C)CNC(=O)c2ccc(OC)c(OC)c2)cc1OC,-15%,8%,6%,3.2%,-11%,1%,-0.4,-11%,i
Cc1ccc(-n2nc3ccc(NC(=O)c4cc5ccccc5o4)cc3n2)cc1,-9%,.,-12%,-1.3%,2%,30%,.,-6%,i
COc1ccc(S(=O)(=O)NNC(=O)C23CC4CC(CC(C4)C2)C3)cc1,-4%,-7%,17%,0.2%,2%,9%,-2.1,18%,i
NC(=O)N\N=C/C=C/C=C/c1ccc(F)cc1,-10%,-3%,3%,3.1%,1%,7%,2.5,-7%,i
COc1ccc(N2CC(NC(=O)/C=C\c3ccc4c(c3)OCO4)CC2=O)cc1 (stereo not given),2%,.,-7%,3.3%,.,.,.,-4%,.
Cc1ccccc1-c1ccc(=O)n(CC(=O)Nc2ccc(S(=O)(=O)N(C)C)cc2)n1,-1%,4%,-1%,0.2%[9.22 µM],-17%,2%,-4.1,6%,i
COc1c(F)c(F)c(C(=O)Nc2ccc(-c3nc4ccccc4[nH]3)cc2)c(F)c1F,10%,-2%,30%,-0.2%,17%,.,-0.5,28%,i
COC(=O)C[C@H](NC(=O)Cn1cc(C)c(=O)[nH]c1=O)C(=O)OC,-2%,1%,-3%,0.3%,12%,18%,0.6,-5%,i
Cc1nn(CC(=O)N2CCC(C)CC2)c(=O)c2cc3sccc3n12,1%,.,0%,-0.4%,10%,.,.,-21%,.
CC(NS(=O)(=O)c1ccccc1)C(=O)NC1CCCC1 (stereo not given),7%,7%,5%,-0.3%,0%,-2%,-4.5,-28%,i
COc1cccc(NC(=O)c2ccc(-c3ccc([N+](=O)[O-])cc3)o2)c1,-1%,8%,-15%,2.6%,5%,-20%,9.5,-12%,i
CCOC(=O)C1CCCN(c2c(Nc3cc(C)cc(C)c3)c(=O)c2=O)C1 (stereo not given),-1%,3%,7%,-0.7%,10%,-4%,-0.5,?,i
Cn1c(-n2c(CCCN3C(=O)c4ccccc4C3=O)nc3ccccc3c2=O)nc2ccccc21,-3%,9%,1%,-0.2%,1%,5%,0.2,10%,?
COC(=O)CC1(c2ccccc2)C(=O)c2ccccc2C1=O,-6%,12%,-12%,-0.2%,5%,-6%,2.0,-22%,i
CC(=O)NC1(c2cccc(F)c2)CCN(CC(=O)NC2CCCCC2)CC1,2%,5%,-6%,-0.1%,11%,1%,0.5,-19%,i
COc1ccc(C(=O)c2c3ccc(C(F)(F)F)cc3[n+]([O-])n2CCCN)cc1,-22%,10%,-27%,17%,28%,2%,1.9,-12%,i
CC(Sc1nnnn1C)C(=O)Nc1ccccc1 (stereo not given),3%,1%,-69%,0.2%,1%,0%,4.6,0%,i
CCN(CC(=O)Nc1ccccc1OC)C(=O)C1CCC1,3%,10%,-9%,-0.1%,-5%,-2%,3.3,5%,i
O=C(c1cc(COc2c(F)cccc2F)on1)N1CCN(C2CCCCC2)CC1,0%,6%,-18%,3.2%,?,8%,-2.8,4%,i
Cn1cccc1CNC(=O)Nc1ccccc1,7%,16%,-1%,2.8%,25%,14%,0.9,5%,i
COc1cccc(C(=O)Nc2nc(-c3nnn(-c4cccc(Cl)c4C)c3C)ns2)c1,-15%,.,-52%,3.1%,?,-1%,.,?,i
COc1ccc(S(=O)(=O)Cc2ccc(C(=O)N3CCOCC3)o2)cc1,-2%,-1%,6%,-0.8%,3%,-2%,-2.7,3%,i
CC(C)NC(=O)COC(=O)CNC(=O)c1cc(Cl)cc([N+](=O)[O-])c1,4%,12%,-2%,-0.1%,0%,4%,2.2,-2%,i
COCCCNC(=O)CCCn1c(=O)c2ccccc2n(CC(=O)Nc2c(C)cccc2C)c1=O,-4%,4%,-3%,-0.3%,?,0%,-0.4,?,i
COc1cc(C)c(C(C)C)cc1S(=O)(=O)N1CCOCC1,12%,-5%,-15%,-0.2%,10%,3%,-0.2,-1%,i
COc1cc(OC)cc(C(=O)NC(=S)N(Cc2ccccc2)C(C)C)c1,-4%,16%,-45%,5.0%,?,-29%,-5.1,-2%,i
COc1ccccc1N1C(=O)C2CC(C)=C(C)CC2C1=O (stereo not given),0%,7%,-7%,-0.2%,4%,1%,7.2,-3%,i
O=C(O)c1ccc(Br)cn1,5%,-2%,-5%,-0.8%,-3%,-5%,-1.4,-1%,i
COc1cccc(C(=O)NC2CCCc3ccccc32)c1OC (stereo not given),-4%,3%,-53%,1.6%,6%,-4%,0.2,0%,i
O=C(COC(=O)Cc1ccc(S(=O)(=O)N2CCOCC2)s1)Nc1ccccc1,-10%,4%,6%,1.0%,.,-9%,1.0,8%,?
COc1ccc(Cc2nnc(NC(=O)c3cccc(C)c3)s2)cc1,-3%,1%,-27%,3.4%,10%,-2%,1.5,-12%,i
CCOC(=O)C1=C(C)N(Cc2ccccc2)C(=O)NC1c1ccc(OC)cc1 (stereo not given),-13%,-8%,4%,-0.1%,5%,3%,-2.4,2%,i
COc1ccc(CN(C)C(=O)Cn2cnc3c(OCc4ccccc4)ncnc32)cc1OC,-6%,14%,6%,4.5%,?,-10%,-0.1,-2%,i
Cc1cccc(C2c3[nH]c4ccccc4c3CCN2C(=O)c2cc3c([nH]c2=O)CCCC3)n1 (stereo not given),-4%,3%,-20%,-0.5%,?,.,4.9,-13%,i
CC(=O)Nc1ccc(S(=O)(=O)N2CCN(c3ccc([N+](=O)[O-])c(NCCN4CCOCC4)c3)CC2)cc1,-15%,-5%,0%,-0.8%,2%,7%,0.2,4%,i
COc1cccc2c3cccc(OC)c3c3[nH]cnc3c12,-9%,6%,-95%,18%,-8%,0%,-7.3,-3%,i
O=C(CCS(=O)(=O)c1ccc(Br)cc1)N1CCN(c2ccccc2F)CC1,-2%,3%,3%,0.4%,.,-6%,0.4,0%,i
OCCOCCNc1ncnc2c1cnn2-c1ccc(Cl)cc1,2%,-1%,27%,0.0%,.,37%[activator],1.6,4%,i
CC12CCC(C(=O)NCc3ccc4c(c3)OCO4)(CC1=O)C2(C)C (stereo not given),1%,21%,-6%,-0.2%,4%,-5%,-2.8,21%,i
C/C(=N\NC(=O)COc1ccc(C)cc1C(C)C)c1cc2ccccc2o1,-5%,-1%,-45%,0.6%,?,0%,-0.9,?,i
Cc1[nH]c2ccccc2c1C(=O)CSC(=S)N(C)C1CCCCC1,1%,2%,11%,-0.2%,-6%,-8%,0.7,3%,i
O=S(=O)(Nc1cc(Sc2ncn[nH]2)c(O)c2ccccc12)c1ccccc1,?,26%,3.5µM*,-3.2%,?,?,0.7,2.5µM*,?
CCOc1ccccc1NC(=O)C1CCCN1C(=O)OCc1ccccc1 (stereo not given),-3%,10%,-2%,-0.1%,.,-1%,2.0,5%,i
CN(CC(=O)Nc1c(Cl)cccc1Cl)C(=O)c1n[nH]c2ccccc12,-3%,5%,-19%,-0.3%,-5%,10%,0.6,-7%,i
N#Cc1nccc2ccc(OCc3ccc(Br)cc3)cc12,.,0%,-1%,?,.,.,-3.6,10%,.

# Structural class, the entries above containing a Cl atom
SMILES,A549 viability,EPAC2 agonist,HepG2 tox,Nrf2 ARE act,Nrf2 block,ATXN2 expr inh,IL2 activator,TGFb SMAD3 inh,S2 tox
COc1cccc(C(=O)Nc2nc(-c3nnn(-c4cccc(Cl)c4C)c3C)ns2)c1,-15%,.,-52%,3.1%,?,-1%,.,?,i
CC(C)NC(=O)COC(=O)CNC(=O)c1cc(Cl)cc([N+](=O)[O-])c1,4%,12%,-2%,-0.1%,0%,4%,2.2,-2%,i
OCCOCCNc1ncnc2c1cnn2-c1ccc(Cl)cc1,2%,-1%,27%,0.0%,.,37%[activator],1.6,4%,i
CN(CC(=O)Nc1c(Cl)cccc1Cl)C(=O)c1n[nH]c2ccccc12,-3%,5%,-19%,-0.3%,-5%,10%,0.6,-7%,i

# 3 entries already listed, arranged by length of the SMILES, low to high.
SMILES,A549 viability,EPAC2 agonist,HepG2 tox,Nrf2 ARE act,Nrf2 block,ATXN2 expr inh,IL2 activator,TGFb SMAD3 inh,S2 tox
CCOc1ccccc1NC(=O)C1CCCN1C(=O)OCc1ccccc1 (stereo not given),-3%,10%,-2%,-0.1%,.,-1%,2.0,5%,i
CC12CCC(C(=O)NCc3ccc4c(c3)OCO4)(CC1=O)C2(C)C (stereo not given),1%,21%,-6%,-0.2%,4%,-5%,-2.8,21%,i
CN(CC(=O)Nc1c(Cl)cccc1Cl)C(=O)c1n[nH]c2ccccc12,-3%,5%,-19%,-0.3%,-5%,10%,0.6,-7%,i

# Bioassay records from PubChem BioAssay.
